GPR55 antagonists – GPR55 antagonists blocking LPI-driven arrestin recruitment, primary screen, imaging, U2OS, beta-arrestin-GFP, LPI agonist (AID 2013). G-protein coupled receptor 55 (Homo sapiens). U2OS GPR55 beta-arrestin-GFP translocation imaging, LPI antagonism; higher % means a stronger effect. inhibition, % at 10 µM; hits with a dose series show IC50 in µM. 290,000 tested, 0.13% active;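 active = spots per cell inhibited over 60%, with over 100 cells counted and total cytoplasm intensity under 500,000; inconclusive = wells with under 100 cells, flagged as likely toxic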;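 note: U2OS cells stably carrying GPR55 and arrestin-GFP stimulated by 5 µM LPI near EC80; imaged beta-arrestin-GFP aggregate spots per cell after agonist stimulation; plate controls were LPI-stimulated DMSO wells for no effect and DMSO wells without LPI for full effect; some results filed as inactive read as strong as hits; confirmed hits need IC50 under 10 µM and bright autofluorescent wells are also inconclusive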
GPR35 arrestin U2OS – GPR35 antagonists blocking zaprinast-driven arrestin recruitment, primary screen, imaging, U2OS, beta-arrestin-GFP, zaprinast agonist (AID 2058); U2OS GPR35 beta-arrestin-GFP translocation imaging, zaprinast antagonism; higher % means a stronger effect; G-protein coupled receptor 35 (Homo sapiens); 290,000 tested, 0.052% active; inhibition, % at 10 µM, or IC50 in µM where a hit was titrated;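 active = inhibition of at least 50% with at least 30 cells and total cytoplasm GFP at most 10,000,000; inconclusive = under 30 cells or total GFP of 10,000,000 plus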
KOR beta-arrestin-1 – KOR antagonists, beta-arrestin recruitment, cell-based, luminescence, uHTS (AID 1778); Kappa-type opioid receptor (Homo sapiens); KOR beta-arrestin recruitment, luminescence, antagonist mode; higher % means a stronger effect; inhibition, % at 10 µM; hits with a dose series show IC50 in µM; 290,000 tested, 0.091% active; in the data active = inhibition above about 50%; note: strong numbers were not always called active
KOR beta-arrestin-2 – KOR agonists, beta-arrestin recruitment, primary screen, cell-based, luminescence, uHTS (AID 1777) | 280,000 tested, 0.02% active | one-dose activation, % at 10 µM; EC50 in µM for titrated hits | KOR beta-arrestin recruitment, luminescence; higher % means a stronger effect | Kappa-type opioid receptor (Homo sapiens); in the data active = activation above about 50%, passing the limit was not always enough; note: a part of the inactive calls stands beside numbers as strong as those of hits
GPR55 beta-arrestin – GPR55 agonists via beta-arrestin recruitment, primary screen, imaging, U2OS cells, beta-arrestin-GFP redistribution (AID 1961) | G-protein coupled receptor 55 (Homo sapiens) | U2OS GPR55 beta-arrestin-GFP redistribution imaging; higher % means a stronger effect | activation, % at 10 µM; hits with a dose series show EC50 in µM | 290,000 tested, 0.048% active;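 active = activation above 40% with more than 50 cells counted in the well; inconclusive = wells holding fewer than 50 cells, flagged as toxic or sparse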;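 note: U2OS osteosarcoma cells stably expressing GPR55 and beta-arrestin-GFP; plate controls were DMSO negative control for no effect and LPI positive control for full effect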
PhoP inhibition – inhibitors of PhoP regulon expression, primary screen, Salmonella Typhimurium, GFP reporter (AID 1863) | S. Typhimurium PhoP-regulated promoter GFP reporter, 4 h; higher % means a stronger effect | one-dose inhibition, % at 50 µM; IC50 in µM for titrated hits | 300,000 tested, 0.16% active;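 active = inhibition over 29.93%, a cutoff 3 SD above the screen mean, later confirmed by dose response; inconclusive = inhibition over 29.93% but no dose response follow-up; inactive = inhibition at most 29.93% or unconfirmed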;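 note: 0% = low Mg2+ inducing control and 100% = high Mg2+ repressing control; strong numbers were not always called active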
West Nile virus CPE – West Nile virus antiviral activity, cell-based, CPE readout (AID 1621); one-dose CPE inhibition, % at 10 µM; IC50 in µM for titrated hits; 290,000 tested, 0.02% active; West Nile virus-infected cells, CPE inhibition; higher % means a stronger effect; in the data active = a potency from the dose series; inconclusive = CPE inhibition mostly from about 3.7% at the one dose, without a potency; inactive = the rest, 99 in 100 with CPE inhibition below about 2.2%; note: strong numbers were not always called active
T cell modulator – modulators of CD8 T cell-vesicle binding, primary screen, mouse 2C CD8+ T cells, flow cytometry. 330,000 tested, 0.068% active. calls only at 7 µM. 2C CD8+ T cell-vesicle binding; active compounds read low;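 active = response, share of CD8 T cells binding vesicles, and their 90th percentile fluorescence all below set limits, cut at about 80% in these data, passing the limit was not always enough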
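Benchmarks: naked versus QL9-loaded vesicles / Assay system: purified 2C TCR transgenic mouse naive CD8+ T cells / Technique: high-throughput flow cytometry with anti-B7-1 and anti-CD8 staining / Timing: Cell–vesicle co-incubation 1.5 h at 37 °C, staining 20 min on ice / Read-out: percent CD8+ FL2 mean versus row control / Probe or stimulus: QL9-loaded Drosophila micro-vesicles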
NTR1 ag – agonists of NTR1, primary screen, imaging, U2OS cells, beta-arrestin-GFP, high content (AID 493036); Neurotensin receptor type 1 (Homo sapiens), P30989; NTR1-U2OS beta-arrestin-GFP spot imaging, agonist mode; activation, % at 20 µM; 330,000 tested, 0.17% active;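 active = activation at or above 40% of the spot to cytoplasm intensity ratio, with at least 20 cells analyzed; inconclusive = wells under 20 cells, flagged as cytotoxic or low count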;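 note: 0% = DMSO without peptide and 100% = 100 nM NTR1 peptide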
Target sequence (P30989 whole entry, looked up): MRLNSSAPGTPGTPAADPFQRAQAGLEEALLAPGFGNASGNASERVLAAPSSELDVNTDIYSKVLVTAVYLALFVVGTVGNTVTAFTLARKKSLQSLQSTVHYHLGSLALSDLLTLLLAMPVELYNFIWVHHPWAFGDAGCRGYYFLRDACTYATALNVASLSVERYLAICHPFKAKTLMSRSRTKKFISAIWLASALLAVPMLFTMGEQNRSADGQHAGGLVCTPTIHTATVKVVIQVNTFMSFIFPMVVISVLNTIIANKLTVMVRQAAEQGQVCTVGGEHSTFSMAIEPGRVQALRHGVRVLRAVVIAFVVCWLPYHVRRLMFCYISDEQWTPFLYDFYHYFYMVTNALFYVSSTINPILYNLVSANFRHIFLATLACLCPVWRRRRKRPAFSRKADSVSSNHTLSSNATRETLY
T cell modulator vesicle-bound % – further read-out of T cell modulator, marked with its call; double positive events, %; measured here: CD8+ vesicle-bound cell fraction;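 binding gate set so that unloaded-vesicle control wells show 10% double positive cells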
NTR1 ag cell count 20 µM – second read-out of NTR1 ag, no call of its own (marks repeat the call); cell count; measured here: cell count, cytotoxicity flag
The depositor's hits bear a star; i = inactive; ? = inconclusive; . = no result given; [ ] = another dose, or the depositor's remark.

SMILES | GPR55 antagonists | GPR35 arrestin U2OS | KOR beta-arrestin-1 | KOR beta-arrestin-2 | GPR55 beta-arrestin | PhoP inhibition | West Nile virus CPE | T cell modulator | T cell modulator vesicle-bound % | NTR1 ag | NTR1 ag cell count 20 µM
CC(C)(C)c1ccc(C(=O)CC(=O)c2cc(Cl)ccc2O)cc1 | 18% | 8% | -26% | -1.8% | 0.0% | -11% | -1.1% | i | 30 | -1.9 | 88
COc1ccc(CNC(=S)Nc2cccc(C)c2C)cc1 | 10% | 13% | -4% | -4.2% | -0.4% | -1% | 0.2% | i | 18 | 2.0 | 59
O=C(C1CCN(S(=O)(=O)N2CCOCC2)CC1)N1CCN(c2ccc(F)cc2)CC1 | 7% | -9% | 16% | -3.0% | 0.3% | 1% | -0.9% | i | 26 | 3.0 | 45
Cc1cccc(OCCCC(=O)NCc2ccco2)c1 | 14% | 4% | 0% | 0.6% | -0.3% | -11% | -0.1% | i | 56 | -1.0 | 58
Cc1ccc2nc(SCc3nnc(-c4ccccc4[N+](=O)[O-])o3)c(C#N)cc2c1 | 3% | 8% | 24% | -3.6% | -0.1% | 5% | 1.2% | . | . | . | .
Cc1ccccc1NC(=O)c1csc2c1CCCC2 | 0% | -8% | -40% | 2.0% | -0.3% | -1% | 0.5% | i | 52 | -0.2 | 82
O=C(Nc1ccc2nc3n(c(=O)c2c1)CCCC3)c1ccccc1[N+](=O)[O-] | -9% | -3% | 25% | 3.7% | -0.3% | -2% | 1.9% | i | 51 | 1.6 | 33
c1ccc(-c2nc3cc4ccccc4cc3[nH]2)nc1 | -2% | -5% | 16% | -5.6% | -0.2% | -15% | ? | i | 28 | 1.0 | 69
COc1ccc(N=C2S/C(=C\c3cccs3)C(=O)N2CC(C)C)cc1 | -10% | -10% | 33% | 1.0% | -0.1% | -7% | 0.1% | i | 57 | 2.5 | 40
CCOC(=O)c1sc(=NC(=O)c2ccc(F)cc2)n(C)c1C | 5% | -1% | -25% | 1.0% | -0.2% | 9% | -0.3% | i | 30 | -0.5 | 64
CCOC(=O)c1[nH]c2ccc(OC)cc2c1NC(=S)N1CCN(C(=O)OCC)CC1 | 12% | 1% | -10% | 5.9% | 0.1% | 2% | 0.0% | i | 44 | 0.2 | 57
CCn1c(=O)n(CC(=O)N2CC(C)CC(C)C2)c(=O)c2ccccc21 (stereo unspecified) | 13% | -2% | -38% | 2.9% | -0.2% | -6% | 0.2% | i | 28 | 1.4 | 65
CC1CC(C)CN(C(=O)COC(=O)Cc2ccc(Br)cc2)C1 (stereo unspecified) | -8% | 3% | -10% | -1.5% | 0.0% | 3% | -0.1% | i | 61 | 0.0 | 84
Cc1ccc(Cn2c(=N)c(C(=O)NCc3ccco3)cc3c(=O)n4ccccc4nc32)cc1 | 12% | -14% | -6% | -1.8% | 0.0% | 3% | . | i | 37 | 3.4 | 69
O=C(NCCN1CCOCC1)c1cc(Cl)ccc1Cl | 13% | 4% | 17% | -3.9% | -0.2% | -1% | -0.5% | i | 56 | -0.9 | 51
CCOC(=O)c1c(SCC(=O)Nc2nccs2)nc(C)c(C)c1C | 8% | 4% | -9% | -1.3% | -0.1% | 2% | 1.3% | i | 47 | 0.5 | 54
CCOC(=O)c1ccc(NC(=O)c2nc[nH]c2C(=O)N[C@@H](C)C(=O)OC(C)(C)C)cc1 | 9% | 3% | 16% | -1.2% | -0.1% | -2% | 0.5% | i | 41 | 43* | 47*
CCO/C=C1/C(=O)N(Cc2ccccc2)C(=O)c2ccccc21 | -10% | -17% | 8% | 0.1% | 0.2% | 0% | 0.3% | i | 53 | 1.0 | 62
Cc1cccc(NC(=O)c2cccc(N3C(=O)CCC3=O)c2)c1 | 3% | -12% | -14% | 4.3% | -0.2% | -1% | 0.7% | i | 11 | 0.0 | 53
Cc1ccc(N(Cc2cc3ccccc3[nH]c2=O)C(=O)c2ccco2)c(C)c1 | -2% | 5% | 6% | 7.0% | 0.0% | 1% | 0.1% | i | 27 | 0.0 | 49
CCSc1nc2c(c(-c3ccc(C)o3)c1C#N)CCCC2 | 11% | 0% | -1% | -2.9% | -0.2% | 5% | -0.1% | i | 66 | 4.6 | 61
O=C(NCc1ccc(F)cc1)c1cccc(NC2=NC3CS(=O)(=O)CC3S2)c1 (stereo unspecified) | 6% | -14% | 6%[20 µM] | -1.1% | -0.1% | . | -0.1% | i | 22 | -1.3 | 82
CNC(=O)COC(=O)c1ccccc1C(=O)c1ccc(Cl)c([N+](=O)[O-])c1 | 58% | 46% | -7% | -3.7% | 1.4% | -1% | 0.5% | . | . | . | .
O=C(Cc1c(F)cccc1Cl)NCC1CCCO1 (stereo unspecified) | 4% | -6% | -2% | -1.3% | -0.1% | 0% | 0.2% | i | 38 | -1.3 | 38
O=c1[nH]cnc2sc3c(c12)CCCC3 | 2% | 2% | -32% | 0.2% | 0.2% | 6% | 0.2% | i | 45 | -0.5 | 95
O=C(Nc1cccc2ccccc12)/C(Cl)=C/c1ccccc1 | 7% | 10% | 26% | -0.4% | 0.2% | 13% | -0.1% | i | 51 | 3.9 | 53
O=C(c1csc2ccccc12)N1CCN(c2ccc(Cl)c(Cl)c2)CC1 | 37% | 10% | -4% | 1.2% | -0.1% | -8% | 0.9% | i | 41 | 5.9 | 80
O=S(=O)(NCCc1cn2ccccc2n1)c1ccc2c(c1)OCCO2 | 16% | 10% | -15% | -2.4% | -0.1% | 3% | 0.3% | i | 28 | 2.0 | 54
CC(NC(=O)Cc1cccs1)C(c1cccs1)N1CCOCC1 (stereo unspecified) | 8% | 0% | 4% | 6.3% | -0.3% | -9% | -0.7% | . | . | -0.9 | 55
Cc1cc(OCCCCOc2ccc(C#N)cc2)ccc1[N+](=O)[O-] | 4% | 15% | 17% | 2.4% | 0.0% | 5% | -0.7% | i | 46 | -0.2 | 62

Structural class: the entries above containing an aryl methoxy group.
SMILES | GPR55 antagonists | GPR35 arrestin U2OS | KOR beta-arrestin-1 | KOR beta-arrestin-2 | GPR55 beta-arrestin | PhoP inhibition | West Nile virus CPE | T cell modulator | T cell modulator vesicle-bound % | NTR1 ag | NTR1 ag cell count 20 µM
COc1ccc(CNC(=S)Nc2cccc(C)c2C)cc1 | 10% | 13% | -4% | -4.2% | -0.4% | -1% | 0.2% | i | 18 | 2.0 | 59
COc1ccc(N=C2S/C(=C\c3cccs3)C(=O)N2CC(C)C)cc1 | -10% | -10% | 33% | 1.0% | -0.1% | -7% | 0.1% | i | 57 | 2.5 | 40
CCOC(=O)c1[nH]c2ccc(OC)cc2c1NC(=S)N1CCN(C(=O)OCC)CC1 | 12% | 1% | -10% | 5.9% | 0.1% | 2% | 0.0% | i | 44 | 0.2 | 57

Following part
SMILES | GPR55 antagonists | GPR35 arrestin U2OS | KOR beta-arrestin-1 | KOR beta-arrestin-2 | GPR55 beta-arrestin | PhoP inhibition | West Nile virus CPE | T cell modulator | T cell modulator vesicle-bound % | NTR1 ag | NTR1 ag cell count 20 µM
O=C(NCCc1cn2ccccc2n1)c1cc(COc2c(F)cccc2F)on1 | -4% | -5% | -38%[20 µM] | . | -0.1% | 8% | -0.8% | i | 63 | 1.8 | 73
CCOc1ccc(C(CC(=O)O)NC(=O)Cc2ccccc2)cc1OC (stereo unspecified) | 4% | -1% | 24% | -3.1% | 0.3% | -2% | -0.2% | i | 54 | 2.7 | 70
Cc1cccc(-c2cc(C(=O)Nc3ccc4c(c3)OCCO4)c3ccccc3n2)c1 | 20% | 9% | -64% | 5.7% | -0.1% | -2% | . | i | 13 | -0.4 | 54
CCOC(=S)SCc1cn2cccc(C)c2n1 | 8% | -9% | -3% | -0.6% | 0.6% | -2% | 0.5% | i | 45 | 1.7 | 44
Cc1ccc(C)n1CCN1CCN(C(=O)c2ccc(Cl)cc2)CC1 | 2% | -8% | 21% | 0.2% | -0.2% | 5% | 0.7% | i | 20 | 0.8 | 43
COCc1cc(=O)[nH]c(/N=C(\N)Nc2ccc(Cl)c(Cl)c2)n1 | 0% | 0% | -28% | 6.0% | 1.1% | -13% | 0.2% | i | 39 | 1.2 | 58
CCOc1ccc(Cc2c(C)[nH]c3ccc(C(=O)O)cc3c2=S)cc1 | -3% | 6% | 9% | -2.1% | 0.4% | -4% | -0.5% | i | 61 | -0.7 | 54
Cc1ccc(NS(=O)(=O)c2ccc3[nH]c(=O)sc3c2)cc1 | 12% | -5% | 18% | -2.8% | 0.1% | -4% | 0.0% | i | 34 | 1.7 | 56
CN(CCC#N)C(=O)COC(=O)c1nn(-c2ccccc2)c(=O)c2ccccc12 | -2% | 3% | -2% | -7.1% | -0.2% | 4% | 0.4% | i | 55 | 2.4 | 44
CN(C)CCOc1ccc(Cl)cc1C(C)(C)C | -13% | 6% | -48%[20 µM] | 7.9% | -0.1% | 6% | 0.7% | i | 40 | -0.9 | 50
CCOC(=O)c1c(NC(=O)CNC2CCCCC2)sc(C)c1C | -2% | -3% | -84%[20 µM] | . | -0.1% | 2% | -1.3% | i | 60 | 11 | 54
C[C@H](NC(=O)[C@H]1N2C(=O)c3ccccc3C2SC1(C)C)C(=O)N1CCCCC1 (stereo partly specified) | 6% | -9% | 6% | -7.2% | -0.1% | -8% | -0.5% | i | 35 | -0.5 | 60
CN1CCN(C(=O)c2ccc(CS(=O)Cc3ccc(Cl)cc3)o2)CC1 (stereo unspecified) | 17% | 37% | 6% | 1.3% | -0.1% | -4% | -0.3% | i | 6 | 1.5 | 68
CCOC(=O)c1ccc(N2C(=O)CC(Nc3ccc(CCO)cc3)C2=O)cc1 (stereo unspecified) | 16% | -5% | -21% | 0.5% | -0.1% | -2% | 0.0% | i | 29 | 3.1 | 92

Screens: PubChem BioAssay, several laboratories
